ERb SRC1 inh – inhibitors of ERβ-SRC1 coactivator interaction, primary screen, biochemical, TR-FRET, ERβ LBD, SRC-1 peptide; Estrogen receptor beta (Homo sapiens), Q92731; TR-FRET ER-beta LBD / SRC1-Cy5 peptide binding; receptor agonist-loaded with 1 µM estradiol; inhibition, % at 25.6 µM; hit rate 1.3% among 86,000;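 active = compounds whose percent inhibition of the receptor-coactivator binding signal exceeds about 50% in the single-dose screen, limit read from the data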;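 also: 0% = receptor plus peptide wells without compound and 100% = peptide-only wells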
ERa coact pot – enhancers of ERα–SRC-1 coactivator binding, primary screen, biochemical, TR-FRET, ERα LBD, low estradiol; coactivator binding (% of control), % at 25.6 µM; TR-FRET ERalpha-LBD/SRC-Cy5 coactivator binding, 2 h; 100 = basal binding, no effect; hit rate 1.3% among 86,000; in the data active = activity above about 200%;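 also: binding measured in presence of low estradiol as agonist stimulus; 0% = peptide alone without receptor and 100% = receptor with peptide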
Target sequence (P03372 whole entry, looked up, the tested form may be a part): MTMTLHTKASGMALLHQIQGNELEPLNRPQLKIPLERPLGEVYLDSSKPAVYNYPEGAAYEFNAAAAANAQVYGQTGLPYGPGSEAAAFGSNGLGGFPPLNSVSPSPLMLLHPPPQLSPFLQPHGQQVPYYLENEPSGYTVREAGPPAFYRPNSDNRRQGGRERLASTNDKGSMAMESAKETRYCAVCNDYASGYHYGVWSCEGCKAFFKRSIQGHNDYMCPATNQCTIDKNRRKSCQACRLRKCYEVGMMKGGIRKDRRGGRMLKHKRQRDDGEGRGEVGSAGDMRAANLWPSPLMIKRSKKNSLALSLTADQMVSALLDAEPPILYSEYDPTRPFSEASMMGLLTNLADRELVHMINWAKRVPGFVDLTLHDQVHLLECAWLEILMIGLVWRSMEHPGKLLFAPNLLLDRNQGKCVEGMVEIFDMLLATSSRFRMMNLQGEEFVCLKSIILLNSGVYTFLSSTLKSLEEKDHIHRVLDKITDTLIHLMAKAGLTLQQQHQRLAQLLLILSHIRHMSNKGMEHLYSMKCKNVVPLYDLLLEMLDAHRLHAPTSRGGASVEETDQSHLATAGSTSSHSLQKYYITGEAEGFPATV
HUVEC inhibit – inhibitors of HUVEC proliferation, primary screen, cell-based, 384-well. CellTiter-Glo luminescence, 72 h; hits give low values. viability, % at 10 µM (by protocol). hit rate 1.1% among 86,000;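 active = viability at or below 30%; inactive = viability above 30%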;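 also: 100% = median luminescence of DMSO-only cell control wells on each plate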
ERa coact inh – ERα–SRC-1 coactivator interaction inhibitors, primary screen, biochemical, TR-FRET, ERα LBD, estradiol-bound; Estrogen receptor (Homo sapiens), P03372; TR-FRET ER-alpha LBD / SRC-1 peptide; inhibition, % at 25.6 µM; hit rate 1.7% among 86,000; AID 629, 2007; in the data active = inhibition above about 50%;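 also: 0% = receptor plus peptide control and 100% = peptide only without receptor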
Lung fibro prol – antiproliferative effect on LL 47 fibroblasts – human, LL 47 cells, CellTiter-Glo luminescence, primary screen. LL 47 human lung fibroblast viability, ATP luminescence; hits give low values. hit rate 1.1% among 85,000. viability, % at 10 µM;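 active = viability at or below 50% in the single dose screen; inactive = viability above 50%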;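 also: compound exposure lasted 72 h before the ATP readout; 100% = median luminescence of untreated cell-only wells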
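Test system: LL 47 human lung fibroblasts / Incubation: 72 h compound exposure at 37 °C after overnight plating / Technique: luminescent ATP detection, CellTiter-Glo / Compound dosing: 0.1% DMSO in all compound wells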
Mac1 fbg enh – enhancers of CD11b/CD18 adhesion to fibrinogen, primary screen, K562 cells, luminescence | Integrin beta-2 (Homo sapiens) + Integrin alpha-M (Homo sapiens), P05107+P11215 | ATPlite luminescence | activation, % at 10 µM | hit rate 0.07% among 93,000;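 active = 10 µM primary screen giving 50% or more activity, confirmed by 40% or more on retest at that dose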; also: strong numbers were not always called active
Smad3 inh – Smad3/FoxH1 peptide binding inhibitors, primary screen, biochemical, TR-FRET; TR-FRET Smad3/Dy647-FoxH1 peptide binding, europium anti-His; inhibition, % at 25 µM; hit rate 0.29% among 88,000;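 active = compounds that reduce the energy-transfer binding signal between the protein and its labelled peptide by more than half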;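 also: 0% = Smad3 plus labelled peptide maximal FRET and 100% = peptide-only background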
Target sequence (P84022 whole entry, looked up): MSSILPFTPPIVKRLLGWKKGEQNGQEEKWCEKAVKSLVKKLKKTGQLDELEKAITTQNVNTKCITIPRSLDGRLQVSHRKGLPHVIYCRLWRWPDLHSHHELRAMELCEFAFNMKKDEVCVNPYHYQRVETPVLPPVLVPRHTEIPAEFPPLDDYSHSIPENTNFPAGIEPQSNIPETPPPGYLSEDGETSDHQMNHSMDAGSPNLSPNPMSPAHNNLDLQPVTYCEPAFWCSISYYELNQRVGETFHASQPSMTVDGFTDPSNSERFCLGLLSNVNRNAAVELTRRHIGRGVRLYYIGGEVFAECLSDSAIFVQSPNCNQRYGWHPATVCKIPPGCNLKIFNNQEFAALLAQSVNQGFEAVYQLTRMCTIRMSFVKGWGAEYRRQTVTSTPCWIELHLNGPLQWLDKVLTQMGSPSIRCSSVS
MT1-MMP txn act – MT1-MMP promoter reporter activation – cell-based, luciferase luminescence, primary screen. HT1080 MT1-MMP promoter luciferase reporter, overnight; hits give high values. activation factor at 10 µM. hit rate 0.16% among 86,000. AID 750, 2007;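 active = activation factor of at least 2 for MT1-MMP transcription at 10 µM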
H69AR growth 86K – proliferation blockers of H69AR lung cancer cells, primary screen, cell-based, human, 86K library; viability, % at 10 µM; AID 598, 2007; H69AR lung tumor viability, ATP luminescence, 72 h; hits give low values; hit rate 6% among 85,000;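 active = viability at or below 40%; inactive = viability above 40%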;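 also: multidrug resistant small cell line overexpressing MRP-1 efflux transporter; 100% = mean luminescence of untreated control wells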
Active calls of the source: *; . = no result given; [ ] = remark or other dose.

SMILES	ERb SRC1 inh	ERa coact pot	HUVEC inhibit	ERa coact inh	Lung fibro prol	Mac1 fbg enh	Smad3 inh	MT1-MMP txn act	H69AR growth 86K
COc1ccc(N(CC(=O)NCC2CCCO2)S(=O)(=O)c2ccc(C)cc2)cc1OC (centres undefined)	-3[fluorescence artefact?]	107	96	-1[fluorescence artefact?]	96	0	0	1	91
O=C(Nc1nnc(-c2cccs2)o1)c1cccc(Oc2ccccc2)c1	6	84	61	-4	88	1	8	1	39*
CCN1CCCC1CNC(=O)c1csc2c1CCCC2 (centres undefined)	-8	111	89	-8	94	-1	9	1.1	98
O=C(CN1CCOCC1)Nc1cccc(Cl)c1Cl	-3	115	103	-4	98	4	7[fluorescence artefact?]	1.2	98
CC1CN(C(=O)N2c3ccccc3Sc3ccccc32)C(C)CC1=O (centres undefined)	-2[fluorescence artefact?]	85	90	3	89	1	-1	1.2	100
COC(=O)c1cccc(OCC(O)Cn2cnc3cc(C)c(C)cc32)c1 (centres undefined)	29[fluorescence artefact?]	120	98	9	105	-1	-5	.	88
CC(=O)N(CCc1ccccc1C)Cc1cc2cc3c(cc2[nH]c1=O)OCO3	12	68	76	10	98	1	2	1.1	72
O=C(NCc1ccccc1Cl)C1CCN(S(=O)(=O)N2CCC3(CC2)OCCO3)CC1	-4[fluorescence artefact?]	109	109	3	100	.	-22	0.9	106
CCOC(=O)SC1=N/C(=C\c2ccc(N(C)C)cc2)C(=O)S1	8[fluorescence artefact?]	82[fluorescence artefact?]	87	10	108	-1	6[fluorescence artefact?]	1.3	27*
CC(=O)N(c1c(C)n(C)n(-c2ccccc2)c1=O)C1(C(=O)NC2CCCC2)CCCCC1	-10	147	107	1	101	2	-2	1.2	93
CCSc1nnc2c(n1)OC(C)(C)Nc1ccccc1-2	2[fluorescence artefact?]	116	97	1	104	-2	-3	1.3	98
O=C(c1cnn2c(C(F)(F)F)cc(-c3cccs3)nc12)N1CCN(C(c2ccccc2)c2ccccc2)CC1	-15[fluorescence artefact?]	114	66	-11	93	.	3	1.2	86
Cc1nn2c(-c3cccc(NC(=O)CSc4nc5ccccc5o4)c3)nnc2c2ccccc12	55*	200[fluorescence artefact?]	72	69*[fluorescence artefact?]	109	68	-14	1.1	9.6*
Cc1ccccc1S(=O)(=O)Cc1ccc(C(=O)NCCN2CCCCC2C)o1 (centres undefined)	-2	97	107	-8	98	0	-2	1.1	108
Nc1cccc(-n2nncc2-c2ccc(Cl)cc2)c1	-4	110	94	-5	99	-4	7	1.1	97
CN1C(=O)Cc2cc(S(=O)(=O)N3CCOCC3)ccc21	-21[fluorescence artefact?]	94	93	-38	94	2	3	1.1	104
CCCc1nc2c(sc3nc4c(cc32)COC(C)(C)C4)c(=O)n1Cc1ccco1	36	114	89	18	86	18	16	1.2	.
CCOC(=O)C1CCN(C(=O)CCc2nc3ccccc3[nH]2)CC1	-11	107[fluorescence artefact?]	88	0[fluorescence artefact?]	92	10	5	1	81
COc1ccc2c(C=Nc3c(C)n(C)n(-c4ccccc4)c3=O)c(O)n(Cc3ccco3)c(=O)c2c1	17[fluorescence artefact?]	94	89	3	101	33	5	1	98
CC(C)C(C(=O)Nc1ncn[nH]1)N1C(=O)c2ccccc2C1=O (centres undefined)	0	112	92	-7	98	2	1	1.1	102
CC(=O)N1CCc2cc(Br)cc(S(=O)(=O)NCc3ccccn3)c21	9[fluorescence artefact?]	110	93	2[fluorescence artefact?]	.	-2	8	1.1	104
CCc1nnc(NC(=O)Cn2ccc(C(F)(F)F)n2)s1	-2[fluorescence artefact?]	97	104	-4	100	0	-14	0.9	101
CCOc1ccccc1NC(=O)CN(c1ccc(C)cc1)S(=O)(=O)c1c(C)n[nH]c1C	12	35	78	12	97	2	3	1	60
Cc1cc(Nc2ccc3c(c2)OCCO3)n2nc(C)nc2n1	11	103	95	6	101	0	-13	1.1	70
CCc1nnc(NC(=O)CSc2nnc(-c3c[nH]c4ccccc34)n2CCOC)s1	4	111	100	6	104	0	8	1.1	83

The results go on:
SMILES	ERb SRC1 inh	ERa coact pot	HUVEC inhibit	ERa coact inh	Lung fibro prol	Mac1 fbg enh	Smad3 inh	MT1-MMP txn act	H69AR growth 86K
COc1ccc2c(CC(=O)Nc3ccc(OC)c(NS(=O)(=O)c4ccc(F)cc4)c3)coc2c1	18	100[fluorescence artefact?]	91	7	100	.	1	1.1	84
O=C(CN1CCOc2ccccc21)NC1CCCCCCC1	-6[fluorescence artefact?]	106[fluorescence artefact?]	96	-6	99	.	3	1.4	94
CN(C)S(=O)(=O)c1cccc(NC(=O)COC(=O)c2ccc(Br)o2)c1	1	107	105	-6	107	.	2	1.1	92
CNc1ccc(Br)cc(C(=O)/C=C/c2cccc(OC)c2)c1=O	-4	66[fluorescence artefact?]	22*	66*[fluorescence artefact?]	8.8*	.	2[fluorescence artefact?]	1.3	-0.2*
COC(=O)Nc1ccc(C)cc1NC(=O)OC	-4	105	97	-2	93	-1	-1	1	92
CC(C)(C)c1ccc(OCC(=O)NCc2ccco2)c(Br)c1	10	88[fluorescence artefact?]	77	24	100	4	-8	1.6	81
O=C1C=C(c2ccc(Cl)cc2)C(=O)N1Nc1ccccc1	-13	92	52	-2	49*	-1	0	1	1.2*
COc1ccc(C2c3c(-c4cc(Cl)c(C)cc4O)n[nH]c3C(=O)N2Cc2cccnc2)cc1OC (centres undefined)	3	86	96	2	98	4	2	1	100
c1ccc(N(c2ccccc2)c2nc(-n3ccnc3)nc(-n3ccnc3)n2)cc1	-3	92	93	8	90	-4	4	1	50
c1ccn2cc(CSc3nnc4ccccn34)nc2c1	-2	90	110	1	94	4	4	1.6	99
Cc1ccc(C)c(NC(=O)Cn2nnc(C(=O)Nc3c(C)cccc3C)c2N)c1	16	120	99	-2	89	.	-3	1.1	95
Cc1ccc2c(c1)nnn2C1CCN(CC(=O)NCCc2ccccc2)CC1	-14	108	99	-1	99	.	1	1.2	94
CC1(C)NC(=O)N(CC(O)CN2CCOCC2)C1=O (centres undefined)	0	120	91	0	99	-3	10	1.1	95
CCOC(=O)C(C)Oc1cccc2c(=O)n(CC(=O)NCc3ccc4c(c3)OCO4)ccc12 (centres undefined)	25[fluorescence artefact?]	84	50	2[fluorescence artefact?]	60	-2	-15	.	30*
COC(=O)COc1ccc2oc(=O)cc(C)c2c1	14	100[fluorescence artefact?]	102	9	98	0	6	1.1	92
O=C1N(CN2C(=O)C3(OCCO3)c3ccccc32)c2ccccc2C12OCCO2	0[fluorescence artefact?]	116	96	0[fluorescence artefact?]	91	-2	6	1.1	68
CCOc1ccc(-n2cc(C(=O)NC(C)C)c3cc(OC)c(OC)cc3c2=O)cc1	23[fluorescence artefact?]	92	90	11[fluorescence artefact?]	101	4	-11[fluorescence artefact?]	1	84
CCCn1c(=O)c(C(=O)Nc2nnc(CC)s2)c(O)c2ccccc21	7[fluorescence artefact?]	78[fluorescence artefact?]	110	9	99	5	53*[fluorescence artefact?]	1.1	23*
Cn1c(SCC(=O)N2CCOCC2)nnc1-c1cnccn1	-3	104	97	-5[fluorescence artefact?]	99	0	-9	1.1	102
Cc1c(C(=O)N2CCCCC2)sc(NC(=O)C2CC2)c1C#N	-3	127[fluorescence artefact?]	96	12	107	1	-16	1.5	99
Cc1oc2ncnc(N)c2c1C	-2[fluorescence artefact?]	90	92	-7	99	-1	-4	1.2	95
COc1ccc(C2(CCN)CC(C)N(C)CC2C)cc1 (centres undefined)	-6	108	99	-3	100	2	6	1	101
COCCNC(=O)C(c1ccccc1)N(C(=O)Cn1nnc2ccccc21)c1cccnc1 (centres undefined)	2	135	104	-11	104	0	-6	1.2	101
Fc1ccc2c(Cl)c(-c3nnc(-c4cccs4)o3)sc2c1	10[fluorescence artefact?]	138	51	21	24*	6	0[fluorescence artefact?]	0.5	12*
CCOc1ccc(N2CC(C(=O)Nc3ccccc3N3CCOCC3)CC2=O)cc1 (centres undefined)	5	107[fluorescence artefact?]	85	12	96	-1	14	1.3	101

Sorted by length of the SMILES (high to low): 3 of the compounds above.
SMILES	ERb SRC1 inh	ERa coact pot	HUVEC inhibit	ERa coact inh	Lung fibro prol	Mac1 fbg enh	Smad3 inh	MT1-MMP txn act	H69AR growth 86K
Cc1ccccc1S(=O)(=O)Cc1ccc(C(=O)NCCN2CCCCC2C)o1 (centres undefined)	-2	97	107	-8	98	0	-2	1.1	108
CC(C)C(C(=O)Nc1ncn[nH]1)N1C(=O)c2ccccc2C1=O (centres undefined)	0	112	92	-7	98	2	1	1.1	102
O=C(Nc1nnc(-c2cccs2)o1)c1cccc(Oc2ccccc2)c1	6	84	61	-4	88	1	8	1	39*

(continued)
SMILES	ERb SRC1 inh	ERa coact pot	HUVEC inhibit	ERa coact inh	Lung fibro prol	Mac1 fbg enh	Smad3 inh	MT1-MMP txn act	H69AR growth 86K
c1csc(CN2CCOCC2)c1	1	125	95	-9	107	2	15	1.2	95
CCOC(=O)N1CCC(NC(=O)c2cc(C(=O)NC3CCCC3)ccc2CO)CC1	-3	106	113	-6	88	4	6	.	102
Cc1ccc(C)c(NC(=O)CN(C)S(=O)(=O)c2ccccc2)c1	13	106	105	6	94	48	-17	1.1	94
CCCNC(=O)COc1ccc(S(=O)(=O)Nc2ccc(C)cc2)cc1	-2[fluorescence artefact?]	97	97	7[fluorescence artefact?]	116	2	5	1.2	99
Cc1ccc(NC(=O)CCSc2nnc(-c3ccco3)o2)cc1	-15[fluorescence artefact?]	133	107	-7	104	0	-1	1.2	89
CCN(CC)C(=O)CNC(=O)Cc1ccc(Cl)cc1	14	103	95	-1	102	-3	15	1.2	100
N#CC(C(=O)NC1CCCCC1)c1nc2ccccc2nc1N1CCOCC1 (centres undefined)	-13	115	83	-13	100	5	5	1.2	82
CCOc1ccc(C(=O)CN2CCN(S(=O)(=O)c3ccc(Cl)cc3)CC2)cc1	-13	116	92	-6	92	-2	11	1.1	.
Nc1ccnn1Cc1cccnc1	4	120	102	-5	102	1	3	1.2	94
COc1cc(-c2nnc(COc3ccc4cc(Br)ccc4c3)o2)cc(OC)c1OC	20[fluorescence artefact?]	184[fluorescence artefact?]	46	22[fluorescence artefact?]	.	-2	9[fluorescence artefact?]	1.2	24*
Cc1onc(-c2c(Cl)cccc2Cl)c1C(=O)NCc1ccco1	-9	117	91	-3	95	-1	2	1.3	98
COc1ccccc1OCC(=O)Nc1ccc(Cl)cc1	15[fluorescence artefact?]	95[fluorescence artefact?]	98	8	109	.	-17	1.2	83
CN1C(=O)c2cccc3c(S(=O)(=O)NCc4ccco4)ccc1c23	-8	101	72	-5	84	0	6[fluorescence artefact?]	1.2	73
Cc1cc(C(=O)NCCCN2CCN(C3CCCCC3)CC2)n(-c2ccccc2)n1	-4	123	92	-1	96	6	2	1.1	100
N#CC1=C(N)Oc2n[nH]c(-c3cccs3)c2C1c1ccoc1 (centres undefined)	31	56	98	7	94	-3	10	1	108
Cn1cc(C(=O)NCCc2ccccc2)c(=O)c2cc(S(=O)(=O)N3CCOCC3)ccc21	-8	114	94	-3	106	.	9	1.1	90
CCc1ccc(-c2nc(CSCC(=O)N3CCN(c4ccccn4)CC3)c(C)o2)cc1	-3	95	61	-7	99	.	10	0.8	92

Not all compounds are listed (hit frequency here may not be typical).
